# High-throughput results (PubChem BioAssay)
# CCHF vOTU inh: blocks the CCHF virus ovarian tumor domain protease. actives 0.55% (n = 370,000). CCHFV vOTU protease, Pep-AMC fluorescence. inhibition, % at 11.5 µM; further: 0% = vehicle wells with enzyme and 100% = no enzyme wells
# FBA Mtb inh: inhibitors of M. tuberculosis fructose-bisphosphate aldolase; P9WQA3; purified M. tuberculosis FBA, fluorescence read-out; inhibition, % at 1 µM; actives 2.3% (n = 360,000); AID 588726; in the data active means inhibition above about 27%;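 further: 0% = vehicle and 100% = reference inhibitor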
# Target sequence (P9WQA3 whole entry, looked up): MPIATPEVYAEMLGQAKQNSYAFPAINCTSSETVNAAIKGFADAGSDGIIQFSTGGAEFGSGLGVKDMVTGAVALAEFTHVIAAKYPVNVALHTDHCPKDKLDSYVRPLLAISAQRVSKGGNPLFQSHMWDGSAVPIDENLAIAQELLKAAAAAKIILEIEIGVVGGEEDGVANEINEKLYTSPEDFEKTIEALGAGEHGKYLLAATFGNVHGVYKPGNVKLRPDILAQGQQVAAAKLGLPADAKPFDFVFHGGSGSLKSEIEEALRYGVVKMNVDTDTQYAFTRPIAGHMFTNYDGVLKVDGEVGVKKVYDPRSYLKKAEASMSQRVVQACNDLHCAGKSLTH
# FadD28 binding: M. tuberculosis FadD28 bisubstrate binding inhibition. actives 0.22% (n = 360,000). FadD28 bisubstrate probe binding, fluorescence polarization. inhibition, % at 12.5 µM; in the data active means inhibition above about 8.5%, passing the limit was not always enough; inconclusive means no clear call, values can overlap the other calls
# BoNT-A LC inh2: inhibitors of Botulinum neurotoxin A light chain protease | multiplex microsphere protease substrate cleavage, flow cytometry | inhibition, % at 10 µM | actives 0.17% (n = 360,000); in the data active means inhibition above about 30%; inconclusive means no clear call, values can overlap the other calls; further: plate controls were buffer without enzyme for full effect and enzyme alone for no effect
# BoNT F protease: inhibitors of Botulinum neurotoxin F light chain protease | Multiplex microsphere protease cleavage assay, flow cytometry | inhibition, % at 10 µM | AID 588497 | actives 0.22% (n = 360,000); in the data active means inhibition above about 35%, passing the limit was not always enough; inconclusive means no clear call, values can overlap the other calls; further: plate controls were buffer without enzyme for full effect and enzyme alone for no effect
# UGM FP inh: Mtb UDP-galactopyranose mutase inhibition. purified UGM, fluorescence polarization probe displacement. inhibition, % at 10 µM. actives 0.06% (n = 320,000); in the data active means inhibition above about 10%, passing the limit was not always enough; inconclusive means no clear call, values can overlap the other calls
# Target sequence (P9WIQ1 whole entry, looked up): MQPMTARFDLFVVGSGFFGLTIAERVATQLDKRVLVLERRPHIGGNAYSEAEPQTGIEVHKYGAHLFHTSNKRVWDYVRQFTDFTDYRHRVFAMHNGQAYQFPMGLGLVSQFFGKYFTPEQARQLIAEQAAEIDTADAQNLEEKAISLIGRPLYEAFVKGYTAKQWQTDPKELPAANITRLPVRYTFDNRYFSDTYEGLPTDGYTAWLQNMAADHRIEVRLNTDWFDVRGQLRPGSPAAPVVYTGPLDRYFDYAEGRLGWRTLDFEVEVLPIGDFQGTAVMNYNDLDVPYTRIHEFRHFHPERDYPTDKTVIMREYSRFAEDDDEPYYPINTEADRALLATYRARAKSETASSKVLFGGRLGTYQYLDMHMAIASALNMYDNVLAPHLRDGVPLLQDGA
# PrPC TRFRET: inhibitors of human cell surface prion protein PrPC; TR-FRET read-out; inhibition, % at 13.8 µM; actives 0.43% (n = 370,000); in the data active means inhibition above about 24%; further: 0% = median of the test wells and 100% = reference compound wells
# BioA inh: inhibitors of Mycobacterium tuberculosis BioA enzyme; inhibition, % at 9.99 µM; purified M. tuberculosis BioA enzyme, plate reader; actives 0.096% (n = 360,000); AID 602481; in the data active means inhibition above about 40%; inconclusive means no clear call, values can overlap the other calls
# GDH-TPI inh: GDH-TPI coupled enzyme inhibition counter-screen; GDH-TPI coupled enzyme counterscreen, NADH absorbance; actives 1.2% (n = 360,000); inhibition, % at 4.8 µM; AID 588335;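 further: 0% = DMSO wells and 100% = wells lacking the enzyme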
# An asterisk follows results filed as active; u = inconclusive; x = not tested or not shown. Unless noted, no stated cut-off is given here; in the data, active means inhibition above about 30%; inactive means the rest.
Structure,CCHF vOTU inh,FBA Mtb inh,FadD28 binding,BoNT-A LC inh2,BoNT F protease,UGM FP inh,PrPC TRFRET,BioA inh,GDH-TPI inh
COc1cc(NC(=O)c2cc(-c3cccnc3)nc3ccc(Br)cc23)cc(OC)c1,-7,4,-0.2,1.5,-3,-1.4,8,-3.9,13
Nc1n[nH]c(N)c1N=Nc1ccc2c(c1)OCO2,19,-18,-4.5,-1.6,-12,-0.7,-15,x,12
COc1ccc(OC)c(CN2CCN(C(=O)CNC(=O)c3ccccc3F)CC2)c1,3,0,-2.0,-0.2,-4,-1.8,-2,-1.0,0
COc1ccc(-c2nnc(SCC(=O)N3CCOCC3)n2C)cc1OC,-3,-14,-3.0,-0.5,32,1.6,5,x,-6
Cc1oc2c(CN3CCCC3)c(O)ccc2c(=O)c1-c1ccc(Br)cc1,-85,89*,-0.3,-1.2,-1,-1.3,2,30,7
COc1ccccc1C(=O)NCC(=O)OCC(=O)c1ccc(Cl)s1,-4,0,1.0,0.1,-8,-4.3,3,0.4,0
COc1cccc(C(=O)NC(=S)Nc2nnn(C)n2)c1,-2,6,0.0,-0.3,-5,3.1,-2,x,-2
CS(=O)c1ccccc1-c1nc(-c2cccc(Cl)c2)no1 (configuration not stated),-3,-1,-1.1,-1.0,-3,-0.5,2,-3.2,-3
COc1ccc(S(=O)(=O)N2CCC(C(=O)N3CCc4ccccc4C3)CC2)cc1C,5,1,-0.7,0.3,-4,-1.1,12,3.9,1
NC(=S)Cc1ccc(Cl)cc1Cl,-3,0,-0.8,0.0,2,-1.3,-6,-0.3,-3
COc1ccc(CC(=O)Nc2nnc(CC(C)C)s2)cc1S(=O)(=O)N1CCOCC1,14,-2,-1.9,0.2,5,x,4,-1.3,6
CN(CCOC(=O)c1ccco1)Cc1ccccc1,-10,2,1.3,-0.1,1,-2.2,5,-1.5,2
COCCNC(=S)Nc1ccc(N2CCOCC2)c(S(=O)(=O)Nc2ccc(Cl)cc2)c1,-7,-1,1.5,-0.2,-2,x,2,1.0,9
Cc1ccc(CNC(=O)CNC(=S)N(Cc2ccccc2)Cc2ccccc2F)cc1,-5,0,-5.3,-0.1,-2,x,8,x,-1
COc1ccccc1NS(=O)(=O)c1ccc2c(c1)CCN2C(=O)CCC(=O)O,-9,3,-0.3,-2.3,-1,2.6,-1,0.8,4
C=CCN1C=CC(=C/C=C(/C#N)C(=O)OCC)C=C1,38*,-53,-0.8,-0.8,3,-6.9,-54,-29,11
C/C=C/n1ccnc1CC(O)(c1ccccc1)c1ccc(C)cc1 (configuration not stated),-11,-3,-1.3,x,x,-2.0,-3,x,5
O=C(Nc1cccc2ccccc12)c1ccccc1NS(=O)(=O)c1cccc2cccnc12,-14,-4,-1.2,-0.7,-18,-0.2,-6,1.4,-4
CN1CCN(C(=O)c2cnn(-c3ccccc3)c2NC(=O)c2ccccc2Br)CC1,-10,-1,-3.6,-0.3,17,0.4,4,0.2,2
CC(=O)N1CCN(Cc2nc3cc(NC(=O)c4ccc(Cl)cc4)ccc3n2C)CC1,6,2,-2.0,-0.7,-5,-2.5,-9,7.7,6
Cc1ccc(C2NC(=S)NC3=C2N2CCC3CC2)cc1 (configuration not stated),-6,2,-3.0,-0.5,7,-0.2,0,-1.1,6
Cc1ccc(-c2ccccc2C2=CC(=O)CC(C)(C)C2=O)cc1,9,3,-2.0,3.8,-6,x,-64,-0.8,5
Cc1cc(-c2csc(N)n2)c(C)n1C,-1,-2,-2.8,x,x,0.4,0,-1.8,11
CN(C)C(=S)NC(=S)Nc1ccc2ccccc2c1,18,6,-1.5,-0.2,-15,x,21,x,15
CC(Oc1ccccc1)C(=O)Nc1cc(Cl)ccc1-n1cncn1 (configuration not stated),-4,3,-0.1,-1.8,-4,x,-2,x,4
COC(C)(C)CCCC(C)C/C=C/C(C)=C/C(=O)OC(C)C (configuration not stated),1,-2,-5.0,-0.6,-3,0.1,4,1.5,-3
COCCN1C(=O)CCC1(C)C(=O)Nc1ccc2ccccc2c1 (configuration not stated),-1,0,1.3,1.2,3,x,-3,-1.0,x
CC(=O)Nc1cccc(OCC(=O)Nc2ccc(F)cc2)c1,1,-2,0.1,-0.1,1,-0.9,-2,-0.5,16
O=C(Nc1c2c(nn1-c1ccc(F)cc1)CS(=O)(=O)C2)C1CCCC1,-4,5,0.5,0.1,-3,-1.8,5,-1.5,5
OCCNc1ccc(Cl)cc1,-14,-2,1.4,-0.6,-6,-2.1,7,-0.7,-11
O=S(=O)(Nc1c(S(=O)(=O)c2ccccc2)c2nc3ccccc3nc2n1C1CCCCC1)c1ccccc1,94*,4,-0.3,2.6,8,0.0,-5,0.6,9
O=C(O)CC(SCC(=O)Nc1ccc(S(=O)(=O)N2CCCC2)cc1)C(=O)O (configuration not stated),-6,9,-0.6,-0.5,2,1.9,-1,-2.9,5
N/C(=N\OS(=O)(=O)c1ccccc1)c1ccccn1,-22,4,-4.2,-0.8,0,1.8,1,x,-9
CC(NC(=O)c1ccccc1Cl)NC(=O)c1ccccc1Cl,9,-2,-1.7,3.9,u,0.7,-7,-1.5,13
CCOC(=S)SCC(=O)N1CCc2ccccc2C1C1C(=O)CC(C)(C)CC1=O (configuration not stated),2,-4,-1.5,-0.2,-9,0.5,0,0.4,2
COCCn1nnnc1CN1CCC(C)CC1,1,2,-4.1,0.7,2,-0.3,-4,2.0,-4
COc1cc(NC(=O)CCn2c(=S)[nH]c3ccccc3c2=O)cc(OC)c1OC,2,-2,-3.9,0.1,6,x,2,-1.1,-7
O=C(CCN=C1NS(=O)(=O)c2ccccc21)OCc1nnc(-c2ccc([N+](=O)[O-])cc2)o1,-3,-5,-2.6,0.3,5,1.8,-53,-1.1,4
N#CCSc1nnc2sc3ccccc3n12,-10,-2,-0.6,2.2,1,1.3,0,1.6,-5
Cc1nc(NC(=O)CSc2nccn2C)sc1C(=O)N(C)C,-5,1,1.1,2.9,11,2.4,4,-0.1,-9
CC(C)CC(=O)NC1(C(F)(F)F)C(=O)Nc2c1c(=O)[nH]c(=O)n2Cc1ccco1 (configuration not stated),5,-5,-3.8,0.5,-2,2.9,1,-1.8,-9
COC(=O)c1cc(NC(=O)CN(c2cccc(OC)c2)S(=O)(=O)c2ccccc2)ccc1Cl,9,-3,-0.4,-0.4,-14,-2.3,14,3.8,-2
CCOc1c(Nc2ccccc2O)c(=O)c1=O,3,-4,0.2,-0.1,-8,1.0,-7,x,11
COCCCNS(=O)(=O)c1ccc(Cl)c(C(F)(F)F)c1,5,7,0.7,-0.1,-3,2.7,3,x,3
Cc1ccccc1N1CCN(C(=O)C2CCCCC2)CC1,4,6,-1.2,2.3,19,-1.8,8,0.3,8
Cc1cccc(C(=O)O/N=C(\N)c2cccc([N+](=O)[O-])c2)c1,x,3,-1.7,0.7,-2,-0.6,x,-1.7,10
COc1ccc(CCN2CN(S(=O)(=O)c3ccc(C)cc3)c3nc4ccccc4nc32)cc1OC,11,1,-2.6,0.3,0,-1.7,2,x,0
COc1ccc(NC(C)=O)cc1NC(=O)CN1CCN(c2ccccn2)CC1,x,0,-2.6,-1.0,-17,-1.0,x,0.7,-2
O=C(O)CSc1nnc(-c2ccc(Cl)cc2Cl)n1Cc1ccccc1,-2,1,-0.1,-0.5,5,0.8,-4,0.0,-5
CC1=NNC(=O)C1CC(=O)N/N=C(\C)c1ccco1 (configuration not stated),-6,0,-0.8,-2.9,-15,0.5,-3,x,5

# Record cards, from the list above:
# Results for O=C(O)CSc1nnc(-c2ccc(Cl)cc2Cl)n1Cc1ccccc1 = CCHF vOTU inh = -2; FBA Mtb inh = 1; FadD28 binding = -0.1; BoNT-A LC inh2 = -0.5; BoNT F protease = 5; UGM FP inh = 0.8; PrPC TRFRET = -4; BioA inh = 0.0; GDH-TPI inh = -5
# Results for OCCNc1ccc(Cl)cc1 = CCHF vOTU inh = -14; FBA Mtb inh = -2; FadD28 binding = 1.4; BoNT-A LC inh2 = -0.6; BoNT F protease = -6; UGM FP inh = -2.1; PrPC TRFRET = 7; BioA inh = -0.7; GDH-TPI inh = -11

# (continued)
Structure,CCHF vOTU inh,FBA Mtb inh,FadD28 binding,BoNT-A LC inh2,BoNT F protease,UGM FP inh,PrPC TRFRET,BioA inh,GDH-TPI inh
Cc1cc2ncn(C(=O)N3CCCCCC3)c2cc1C,1,2,-2.6,1.8,u,4.2,7,0.2,-3
Cc1cc(=O)n2nc(N3CCC(C(=O)N4CCN(Cc5ccccc5)CC4)CC3)sc2n1,-1,4,-1.5,-0.4,-5,-1.2,-3,x,-1
CC1=[N+](C)c2ccc3ccccc3c2C1(C)C,2,6,0.2,u,u,-1.7,17,x,4
N#Cc1c(Cl)nsc1NCCN1CCOCC1,-13,0,-0.2,-1.0,-9,-3.4,4,-0.1,7
CC(/C=C1\SC(=S)N(c2ccc(C(=O)O)cc2)C1=O)=C\c1ccccc1,30*,-8,-11,-0.2,-3,-3.0,1,x,16
CCCOc1ccc(N2CC(C(=O)NC3=NCCS3)CC2=O)cc1 (configuration not stated),-10,6,-2.2,-1.2,-2,0.3,-3,-3.0,1
CCN(CC)C(=O)COc1ccc(/C(C)=N/NC(=O)c2ccccc2-n2cccc2)cc1,15,-1,-1.2,-0.7,-4,-3.6,-4,1.4,3
CCCNC(=O)COC(=O)c1cc2c(=O)n3ccccc3nc2s1,-68,76*,-1.4,-0.7,-10,1.0,-4,x,5
COc1cccc(Nc2nc(-c3cccc(N4C(=O)c5ccccc5C4=O)c3)cs2)c1,-5,-2,0.3,0.8,10,-4.0,-9,-0.7,11
COCCn1c(C)cc(C(=O)COC(=O)/C=C/c2ccc(OC)cc2OC)c1C,-1,-1,-0.3,-0.5,-5,2.7,-5,-0.5,20
CCCn1cnc2c(=O)oc3ccccc3c21,1,5,-3.9,-0.8,-10,3.2,-3,5.5,2
COc1ccc(C23CC4CC(CC(C4)C2)C3)cc1C(=O)NCCN(C)C,-13,1,-5.7,-0.1,-14,-1.0,2,1.3,-1
CC(=O)Nc1ccccc1OP1(=O)COc2ccccc2OC1,10,1,-3.1,-0.8,-4,-1.4,6,-1.4,-1
CC1CCCC(NC(=O)COC(=O)c2cccs2)C1C (configuration not stated),-7,-1,-0.6,-4.1,-11,1.5,5,-0.8,0
CCCCC(=O)NC(c1ccccc1)c1ccc2cccnc2c1O (configuration not stated),7,-1,2.3,-0.7,21,-0.2,29*,1.3,4
CSCC(NS(=O)(=O)c1ccc(C)cc1)C(=O)O (configuration not stated),9,2,1.0,-1.0,-7,0.3,-2,x,-3
Cc1c(N=Cc2cccs2)c(=O)n(-c2ccccc2)n1C,-11,1,1.2,-2.1,-12,-4.2,8,2.1,2
O=C(C1CCC(CNS(=O)(=O)c2cccs2)CC1)N1CCN(c2ccc(F)cc2)CC1 (configuration not stated),2,2,-1.7,-1.1,-5,-1.0,0,1.2,-1
Cc1nnc(Sc2nc3ccccc3o2)c2ccccc12,7,0,-6.5,1.6,-4,1.6,1,-2.5,-7
CC(=O)OC1CCC2(C)C(CC(=O)C3C2CCC2(C)C(OC(C)=O)CCC32)C1 (configuration not stated),-8,25,-0.5,0.7,5,x,6,x,9
O=S(=O)(NCC(c1ccco1)N1CCN(c2ccccc2)CC1)c1ccc(F)cc1 (configuration not stated),-1,-3,1.7,-3.4,-25,-1.4,3,-1.0,1
COc1ccc(CC(=O)Nc2ccc(S(=O)(=O)N3CCCCC3)cc2)cc1OC,11,3,-1.8,0.4,-12,5.1,0,-1.0,7
Cc1cccc(OCCC(=O)NCC(=O)Nc2c(C)cccc2C)c1,-14,-1,-2.9,-0.4,-2,2.2,-6,x,-1
Cc1ccc(S(=O)(=O)N2CCN(C(C)C(=O)Nc3ccccc3-c3ccccc3)CC2)cc1 (configuration not stated),4,0,-2.9,0.1,-4,1.0,-7,x,1
COC(c1ccccc1)c1nnc(CCC(=O)NCCCc2ccccc2)o1 (configuration not stated),-11,2,-2.8,-0.6,5,-3.4,0,-0.4,6
Cc1ccc(C(=O)N2CCCC2)cc1Br,2,-2,-0.2,0.6,-14,-2.3,3,0.0,5
O=C(NCCN1CCOCC1)/C(=C/c1ccc(Cl)cc1)NC(=O)c1ccccc1,5,-4,-2.8,-1.2,12,0.8,-2,-0.7,0
